Source: PubChem (several laboratories)
PfHsp90 set2: growth inhibition of PfHsp90-expressing yeast, primary screen, antimalarial PfHsp90 inhibitor project, S. cerevisiae, BacTiter-Glo luminescence, single point, set 2; BacTiter-Glo ATP, 48 h; yeast lacking PDR1 and PDR3 efflux regulators; inhibition, % at 9.4 µM; 0.32% of 310,000 active; AID 504621, 2011;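 active means every replicate shows inhibition above about 80%, whatever the replicate mean, limit read from the data; inconclusive means mean inhibition reaches the set limit but some replicate falls short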;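 further: 0% = DMSO neutral controls and 100% = 20 µM radicicol positive controls; yeast relying on Plasmodium falciparum Hsp90 in place of its own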
PvdQ inh: P. aeruginosa PvdQ acylase inhibitors, primary screen, biochemical, fluorescence, plate reader and imaging, single point; PvdQ acylase [Pseudomonas aeruginosa LESB58]; purified PvdQ acylase; inhibition, % at 10 µM; 0.063% of 340,000 active; in the data active means inhibition above about 30%, passing the limit was not always enough; inconclusive means no clear call, values can overlap the other calls;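 further: 0% = vehicle neutral wells and 100% = reference inhibitor wells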
Wnt act: Wnt/beta-catenin pathway activators, primary screen, cell-based, plate reader, single point | Wnt/beta-catenin reporter cell assay, activator | activation, % at 9.35 µM | 1.2% of 300,000 active; in the data active means activation above about 30%, passing the limit was not always enough; inconclusive means no clear call, values can overlap the other calls;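 further: 0% = neutral control wells and 100% = positive control wells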
CAL PDZ inh: CAL PDZ peptide-binding inhibitors, primary screen, biochemical, fluorescence polarization, Cer-tagged CAL PDZ, HTS; 0.02% of 330,000 active; Golgi-associated PDZ and coiled-coil motif-containing protein (Homo sapiens), Q9HD26; purified CAL PDZ, TMR-peptide fluorescence polarization, 1 h; inhibition, % at 20 µM;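 active means highest replicate inhibition of at least 40%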;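 further: plate controls were DMSO neutral control wells for no effect and unlabeled competitor peptide control wells for full effect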
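Assay system – tagged CAL PDZ protein CerCALP, purified · Timing – 1 h at RT · Compound – single point, 20 µM · Measured by – fluorescence polarization from S- and P-plane intensities, G-factor corrected · Evaluation – inhibition from polarization loss · Probe or stimulus – TMR reporter peptide T*-PRC34 · Buffer or medium – pH 7.4 phosphate-saline buffer, reducing agent, detergent, IgG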
Ecoli viability: E. coli V3065 growth inhibition, primary screen, counter-screen for AddAB inhibitor project, absorbance, OD600; 18 h; inhibition, % at 11.9 µM; 0.27% of 330,000 active; AID 449728, 2010;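 active means inhibition above the campaign's mean inhibition across all tested compounds plus 3 SD, cut at about 9.9% in these data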;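 further: uninfected addAB+ strain grown without phage in ampicillin broth; 0% = DMSO wells and 100% = ciprofloxacin 0.95 µg/ml wells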
Rtt109 HAT inh: inhibitors of C. albicans Rtt109/Vps75 HAT, primary screen, biochemical, ThioGlo CoA-SH fluorescence, plate reader; 0.16% of 330,000 active; purified Rtt109/Vps75, 4 h; inhibition, % at 34.9 µM; Histone acetyltransferase RTT109 (Candida albicans (strain SC5314 / ATCC MYA-2876)), …; AID 540336, 2011;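 active means inhibition of at least 50% in every replicate; inconclusive means best replicate reaches 50% inhibition but some replicates fall short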
Target sequence (Q5AAJ8 whole entry, looked up): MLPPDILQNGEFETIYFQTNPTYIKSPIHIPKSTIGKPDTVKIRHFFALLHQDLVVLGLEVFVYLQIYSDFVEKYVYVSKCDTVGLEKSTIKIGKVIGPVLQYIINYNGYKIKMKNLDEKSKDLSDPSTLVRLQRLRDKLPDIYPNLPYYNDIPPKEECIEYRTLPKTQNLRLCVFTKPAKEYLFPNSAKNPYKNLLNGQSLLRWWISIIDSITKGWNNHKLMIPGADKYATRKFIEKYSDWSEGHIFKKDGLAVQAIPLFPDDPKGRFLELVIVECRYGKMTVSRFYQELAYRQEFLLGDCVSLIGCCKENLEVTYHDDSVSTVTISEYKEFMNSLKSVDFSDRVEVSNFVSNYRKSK
phage Ecoli inh: growth loss of phage-infected E. coli, primary screen, RecBCD inhibitor project, absorbance, with phage, HTS. inhibition, % at 11.9 µM. 0.26% of 360,000 active. AID 651602, 2012; in the data active means inhibition above about 11%
AddAB inh: growth inhibition of E. coli expressing H. pylori AddAB, primary screen, AddAB inhibitor project, absorbance. inhibition, % at 11.9 µM. 0.29% of 330,000 active; in the data active means inhibition above about 12%;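 further: 0% = vehicle wells of infected cells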
DAGLB inhibitor: DAGLB lipase inhibitors, primary screen, biochemical, fluorescence, HTS; Diacylglycerol lipase-beta (Homo sapiens), Q8NCG7; HEK293T DAGLB membrane lysate, EnzChek fluorogenic substrate; inhibition, % at 5.17 µM; 0.059% of 340,000 active; AID 504411, 2011; in the data active means inhibition above about 34%;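 further: 0% = enzyme with vehicle and 100% = wells lacking enzyme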
Target sequence (Q8NCG7 whole entry, looked up): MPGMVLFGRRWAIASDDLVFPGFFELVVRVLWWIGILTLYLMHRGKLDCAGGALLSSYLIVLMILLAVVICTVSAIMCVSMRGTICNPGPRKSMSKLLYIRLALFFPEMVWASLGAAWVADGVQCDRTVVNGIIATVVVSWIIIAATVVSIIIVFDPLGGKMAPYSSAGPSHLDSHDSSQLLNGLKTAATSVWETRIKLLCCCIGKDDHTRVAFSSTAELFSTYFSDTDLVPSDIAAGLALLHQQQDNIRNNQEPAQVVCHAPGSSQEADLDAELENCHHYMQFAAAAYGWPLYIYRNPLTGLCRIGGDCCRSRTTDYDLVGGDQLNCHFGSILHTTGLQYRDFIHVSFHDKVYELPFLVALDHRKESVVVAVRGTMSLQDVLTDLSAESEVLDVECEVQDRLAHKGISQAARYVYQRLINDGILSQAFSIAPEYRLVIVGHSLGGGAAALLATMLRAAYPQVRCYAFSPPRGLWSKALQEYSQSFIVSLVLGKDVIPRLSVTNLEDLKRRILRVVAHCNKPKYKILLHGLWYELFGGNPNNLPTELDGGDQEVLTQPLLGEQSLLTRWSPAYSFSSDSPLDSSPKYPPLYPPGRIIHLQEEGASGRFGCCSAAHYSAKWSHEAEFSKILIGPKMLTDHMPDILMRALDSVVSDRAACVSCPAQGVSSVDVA
Tat transport: E. coli Tat export inhibitors, primary screen, MC4100, TorA-mCherry reporter, fluorescence, single point; inhibition, % at 10 µM; 0.036% of 340,000 active; AID 488895, 2010;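 active means mean replicate inhibition at least 50% and at least half of replicates individually reaching 50%; inconclusive means only one of the two criteria met; inactive means neither criterion met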;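 further: exported cargo escapes ClpAP degradation while cytoplasmic cargo is degraded and loses fluorescence; 0% = median of neutral control wells and 100% = median of NaSCN control wells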
An asterisk follows results filed as active; ? = inconclusive; . = not tested or not shown.

Order of results – PfHsp90 set2	PvdQ inh	Wnt act	CAL PDZ inh	Ecoli viability	Rtt109 HAT inh	phage Ecoli inh	AddAB inh	DAGLB inhibitor	Tat transport
1	O=C(C1CCCC1)N1CCC(CO)(Cc2ccccc2Cl)CC1
    12	-1	.	-3.2	-0.5	6	3.0	0.8	0	0
2	Cc1cc(C)cc(NC(=O)Nc2cnccn2)c1
    -8	-15	0	-3.1	3.1	-27	4.0	-0.1	0	-10
3	c1ccc2c(c1)ncn2-c1ncnc2sc3c(c12)CCCC3
    64	-16	-2	-1.4	0.4	4	1.0	1.7	3	11
4	CCOC(=O)C1CCN(C(=O)Nc2ccc(OC(F)(F)F)cc2)CC1
    38	-21	3	0.0	-1.9	-5	1.9	0.6	-3	4
5	Cc1ccc(NC(=O)CSc2nc3c(c(=O)[nH]2)CN(Cc2ccc(F)cc2)CC3)cc1C
    0	-18	-2	-0.8	1.4	4	2.6	3.2	6	-8
6	CC1(NC(=O)c2cc(Cl)nc3ccccc23)CCS(=O)(=O)C1 (stereo not drawn)
    -20	-6	1	-1.6	2.8	-10	2.4	0.9	0	-2
7	O=C(/C=C\Nc1cccc(F)c1)c1ccc2c(c1)OCO2
    5	-3	1	-0.7	4.0	-8	0.8	2.2	-7	-8
8	Cc1ccc(Nc2cnn(C34CC5CC(CC(CC(=O)O)(C5)C3)C4)c(=O)c2Cl)c(Cl)c1
    -8	-14	-2	-2.0	-0.8	1	3.5	3.0	1	-6
9	Cc1ccc(NC(=O)CCc2c[nH]c3ccccc23)nc1
    -18	4	6	1.5	2.9	15	0.4	2.0	2	-1
10	Cc1cc(=O)[nH]c(/N=C(\N)Nc2ccc3c(c2)OCCO3)n1
    11	10	-1	0.9	-0.2	14	3.1	-0.5	-2	-1
11	CCOC(=O)C1CCN(S(=O)(=O)c2ccc(OC)c(C(=O)N3CCCCC3)c2)CC1
    -13	5	-1	-2.6	2.5	3	-0.3	5.3	0	2
12	NS(=O)(=O)c1ccc(NC(=O)CNC(=O)c2ccc3c(c2)OCO3)cc1
    9	-6	-3	0.1	3.0	-10	1.4	3.6	0	-8
13	COc1ccc(CC(=O)Nc2ccccc2N2CCCC2)cc1
    -1	-6	-3	-1.5	-2.5	-6	1.0	3.4	-2	16
14	COc1ccc(N(CC(=O)NN=C2CCCCCCC2)S(=O)(=O)c2ccccc2)cc1Cl
    -11	-2	-1	0.3	1.9	6	2.4	0.0	-3	-4
15	O=C(CCC1CCCN(C(=O)c2ccc3cc[nH]c3c2)C1)NCc1ccc(F)c(F)c1 (stereo not drawn)
    -15	8	5	-0.2	1.2	10	3.6	3.6	1	-7
16	CCN1CCN(c2ncnc3sc4c(c23)CCC(C)C4)CC1 (stereo not drawn)
    5	15	1	.	-2.0	-4	2.4	3.8	0	1
17	Cc1ccc(C)c(OCC(=O)Nc2ccccc2C(=O)NC2CC2)c1
    -4	-22	2	-1.7	.	-2	0.7	.	-3	-11
18	COCCCN1C(=O)C(=O)/C(=C(/O)c2ccc(S(=O)(=O)N3CCOCC3)cc2)C1c1ccc(C)cc1 (stereo not drawn)
    0	6	0	1.5	-1.7	4	-0.7	2.1	-2	2
19	O=[N+]([O-])c1c(NCc2ccco2)ccc2nonc12
    .	.	0	.	4.1	.	2.2	-0.8	.	.
20	O=c1[nH]c2ccc(Cl)cc2c(-c2ccccc2)c1[N+](=O)[O-]
    0	5	0	-0.4	2.8	8	-0.6	1.9	-3	11
21	COC(=O)c1c(N2C(=O)CC(Sc3ccccc3C(=O)O)C2=O)sc(C)c1C (stereo not drawn)
    21	-9	0	1.0	3.0	?	3.6	1.3	0	-6
22	CCCOC(=O)c1ccc(NC(=O)COC)cc1
    -1	-13	.	-0.9	0.5	-8	-0.7	2.3	-2	-5
23	Cc1ccc(C(=O)COC(=O)c2ccc(O)cc2)cc1
    -66	4	22	-0.1	-0.9	-10	1.9	1.7	-10	1
24	COc1ccc(CCN2C(=O)CC(Nc3ccc(N4CCOCC4)cc3)C2=O)cc1OC (stereo not drawn)
    -15	-7	-2	-0.4	-3.4	4	0.2	1.4	9	11
25	COc1ccc(NC(=O)CCOc2ccc(C)cc2)c(OC)c1
    -7	-5	-1	-0.2	-0.5	1	3.2	0.9	-8	-6
26	Cc1ccc(OCCC(=O)Nc2ccc3c(c2)OCO3)cc1
    -17	5	-4	0.4	0.5	8	3.2	1.4	-8	1
27	CC(C)c1ccc(NC(=O)NN2CCOCC2)cc1
    -3	1	6	-2.1	-0.2	13	5.6	-0.3	0	20
28	CCc1ccc(C(=O)NCC2(c3ccccc3)CCOCC2)o1
    -9	-1	1	-1.0	.	-1	2.5	.	0	-2
29	COc1cccc(/C=C/C(=O)NCCc2ccc(OC)c(OC)c2)c1
    6	5	-2	1.0	0.9	3	2.3	2.2	0	-1
30	CCCOc1ccc(C(=O)Nc2ccc(Cl)cn2)cc1
    3	-18	-3	-1.2	2.1	-3	3.6	5.3	-7	6
31	c1ccc(Cn2nnnc2C(c2cccnc2)N2CCN(C3CCCCC3)CC2)cc1 (stereo not drawn)
    .	-3	.	-1.0	-2.0	-1	0.2	3.9	4	8
32	CC(C)CN1CCNC(=O)C1CC(=O)NCCc1ccc(C(F)(F)F)cc1 (stereo not drawn)
    -15	-5	-1	-0.5	-3.5	-4	3.0	-0.1	2	0
33	COc1cccc(CN2CCN(C(=O)c3cccc(OC)c3)CC2)c1
    1	-13	-1	-0.5	1.9	-4	3.0	1.4	-1	-6
34	CCCCn1c(CNC(=O)Cc2ccccc2)nc2ccccc21
    5	-7	-5	1.5	-1.5	-12	100*	-0.5	-1	-3
35	Cn1c(=O)[nH]c(=O)c2c1nc(N1CCN(CCO)CC1)n2Cc1ccccc1Cl
    -10	-12	-1	0.0	.	-4	1.3	.	2	-1
36	COc1cc(OC)cc(-c2c(-c3ccc(F)cc3)c3cc(-c4ccc5c(c4)OCCO5)ccc3n2C)c1
    11	-8	-12	0.5	0.5	-5	3.1	1.9	-9	3
37	CC(C)(C)n1nc2c(c1NC(=O)c1ccc(S(=O)(=O)N3CCCC3)cc1)CSC2
    5	-16	-5	-2.8	-4.0	8	0.9	0.1	7	10
38	CCOC(=O)C1=C(O)C(=O)N(C2CCCCC2)C1
    -9	-11	-1	0.7	-0.4	-27	2.2	-0.3	1	-4
39	O=[N+]([O-])c1ccc2c(c1)ncn2CCc1ccccc1
    -11	5	0	-0.2	.	1	-0.6	.	-1	0
40	CCOC(=O)CN1C(=O)S/C(=C/c2ccco2)C1=O
    0	-2	4	-0.8	-0.9	2	0.5	2.3	0	-1

Gathered by group, the entries above with a furan ring, fused or not (3)
Order of results – PfHsp90 set2	PvdQ inh	Wnt act	CAL PDZ inh	Ecoli viability	Rtt109 HAT inh	phage Ecoli inh	AddAB inh	DAGLB inhibitor	Tat transport
19	O=[N+]([O-])c1c(NCc2ccco2)ccc2nonc12
    .	.	0	.	4.1	.	2.2	-0.8	.	.
28	CCc1ccc(C(=O)NCC2(c3ccccc3)CCOCC2)o1
    -9	-1	1	-1.0	.	-1	2.5	.	0	-2
40	CCOC(=O)CN1C(=O)S/C(=C/c2ccco2)C1=O
    0	-2	4	-0.8	-0.9	2	0.5	2.3	0	-1

Additional results follow.
Order of results – PfHsp90 set2	PvdQ inh	Wnt act	CAL PDZ inh	Ecoli viability	Rtt109 HAT inh	phage Ecoli inh	AddAB inh	DAGLB inhibitor	Tat transport
41	COc1ccc(S(=O)(=O)N2CCCC2C(=O)Nc2nnc(-c3cccnc3)s2)cc1 (stereo not drawn)
    3	-11	.	-2.5	-0.7	.	1.8	0.8	-1	1
42	O=C(CSc1ncnc2sccc12)NCc1ccc2c(c1)OCO2
    -1	-4	-3	-0.8	0.9	-3	1.9	2.1	3	-1
43	COC(=O)Nc1nnc(CC(=O)Nc2ccccc2C)s1
    -12	0	.	1.2	0.4	-34	1.3	0.0	2	-7
44	CCOc1ccc(OCCC(=O)OCC(=O)N2CCN(S(=O)(=O)c3ccc(C)cc3C)CC2)cc1
    -5	-7	4	-0.4	.	4	-0.1	.	-1	5
45	Cc1cc(SCC(=O)Nc2c(C)n(C)n(-c3ccccc3)c2=O)nc2ccccc12
    -2	-11	0	-3.1	0.8	3	-0.6	-0.2	2	11
46	C/C(CCc1ccccc1)=N\NC(=O)C1C2CCCCC21 (stereo not drawn)
    -21	-6	3	-1.5	2.3	1	1.6	2.7	0	-8
47	CCCn1nnc(NC(=O)c2ccc(OCC)c(Cl)c2)n1
    1	3	4	-0.7	2.9	8	1.2	4.0	-1	-8
48	CC(=O)c1ccc(N=Nc2ccc(N)cc2)cc1
    -17	14	34*	-3.0	-0.4	11	1.0	1.2	24	0
49	O=C(c1ccccc1S(=O)(=O)NCC(O)COc1ccc([N+](=O)[O-])cc1)N1CCCCC1 (stereo not drawn)
    8	-12	.	0.0	0.8	2	2.3	-0.3	0	-11

From compound 41 to 42, copied from above:
Order of results – PfHsp90 set2	PvdQ inh	Wnt act	CAL PDZ inh	Ecoli viability	Rtt109 HAT inh	phage Ecoli inh	AddAB inh	DAGLB inhibitor	Tat transport
41	COc1ccc(S(=O)(=O)N2CCCC2C(=O)Nc2nnc(-c3cccnc3)s2)cc1 (stereo not drawn)
    3	-11	.	-2.5	-0.7	.	1.8	0.8	-1	1
42	O=C(CSc1ncnc2sccc12)NCc1ccc2c(c1)OCO2
    -1	-4	-3	-0.8	0.9	-3	1.9	2.1	3	-1
